High-throughput results deposited in PubChem BioAssay by several laboratories.
AI-2 QS modul = Vibrio harveyi AI-2 quorum sensing modulators, primary screen, JMH597 strain, luminescence/OD600 ratio; Vibrio harveyi JMH597 AI-2 luminescence/OD600 ratio, 9 h; stronger effect = lower value; strain lacks LuxN and CqsS sensors; 0 = neutral-control median; AID 2094, 2009; 300,000 tested, 0.4% active; activity change, % at 7.5 µM; in the data active = activity change below about -75%, passing the limit was not always enough;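 note: luminescence divided by OD600 gain over 9 h not by final OD600 alone; inactives centre near 13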
HIF act = HIF pathway transcriptional activators, primary screen, cell-based, U2OS HRE-luciferase, luminescence; AID 1910, 2009; U2OS HRE-luciferase reporter; normalized: DMSO 0%, desferrioxamine 100%; 300,000 tested, 0.32% active; activation, % at 7.5 µM (by protocol);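 active = mean activation of at least 10% of the iron chelator positive control signal, with at least half of replicates also reaching 10%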
aSyn UTR inh = MLPCN primary screen, SNCA 5' untranslated region; alpha-synuclein 5'UTR reporter, inhibitor activity; inhibition, % (tested at 7.5 µM); 300,000 tested, 0.82% active; AID 1813, 2009; in the data active = inhibition above about 60%;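 note: H4 neuroglioblastoma cells stably carrying SNCA 5'UTR luciferase fusion; 0% = DMSO wells and 100% = positive control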
KLF5 inh = KLF5 expression inhibitors, primary screen, DLD-1 cells, luminescence | inhibition, % at 5 µM | 290,000 tested, 0.23% active | DLD-1 KLF5 promoter-luciferase reporter;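 active = inhibition above a per-plate limit of that plate's mean compound inhibition plus 3 SD, cut at about 60% in these data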;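 note: 0% = DMSO wells and 100% = LY294002 at 200 µM; higher means less KLF5 promoter-driven luciferase light; inactives centre near -14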
HSF-1 act = HSF-1 activators, primary screen, NIH3T3-HGL cells, MG132 stress, luminescence, single point. NIH3T3-HGL HSF-1 luciferase reporter, 8 h; 100% = twice DMSO control signal. activation, % at 9 µM. 300,000 tested, 1.7% active. AID 504408, 2011;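 active = mean replicate activation of at least 50% with a set share of replicates each reaching 50%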;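 note: 0% = median of the neutral control wells and 100% = twice that signal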
HSP90 refold inh = HSP90 inhibitors, primary screen, cell lysate, luminescence. Heat shock protein HSP 90 (rabbit reticulocyte lysate; luciferase refolding). Rabbit reticulocyte lysate, luciferase refolding luminescence, 3 h. inhibition, % at 5.6 µM. 290,000 tested, 0.91% active;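 active = inhibition above the screen-wide mean plus 3 SD, computed separately per campaign, cut at about 16% in these data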;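 note: 0% = DMSO wells and 100% = 60 µM geldanamycin wells; inhibitors lower the luminescence because luciferase stays unfolded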
GSK3 alpha inh = blockers of GSK3A enzyme activity – biochemical, luminescence, cell-free homogeneous, HTS, primary screen. Glycogen synthase kinase-3 alpha (Homo sapiens), P49840. GSK-3 alpha kinase, ADP-Glo luminescence, 60 min. inhibition, % at 10 µM. 320,000 tested, 0.1% active. AID 2650, 2010;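 in the data active = inhibition above about 50%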;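 note: GST-tagged GSK-3 alpha with peptide substrate and 25 µM ATP; 0% = DMSO neutral wells and 100% = GW8510 positive control wells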
Target sequence (P49840 whole entry, looked up): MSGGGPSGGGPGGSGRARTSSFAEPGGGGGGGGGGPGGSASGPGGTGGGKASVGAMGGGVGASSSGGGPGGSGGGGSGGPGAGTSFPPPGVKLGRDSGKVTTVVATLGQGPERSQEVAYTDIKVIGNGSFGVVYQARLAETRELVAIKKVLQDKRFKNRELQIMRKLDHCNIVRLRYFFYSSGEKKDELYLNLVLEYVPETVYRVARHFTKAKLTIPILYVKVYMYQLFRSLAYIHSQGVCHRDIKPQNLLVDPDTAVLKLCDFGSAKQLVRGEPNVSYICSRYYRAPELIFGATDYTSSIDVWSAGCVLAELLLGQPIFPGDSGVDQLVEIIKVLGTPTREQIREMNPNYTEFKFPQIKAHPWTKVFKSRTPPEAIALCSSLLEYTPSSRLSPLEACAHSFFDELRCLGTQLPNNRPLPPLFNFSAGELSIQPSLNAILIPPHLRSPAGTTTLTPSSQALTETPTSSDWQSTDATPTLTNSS
IEC-6 cytotox = cytotoxicity in IEC-6 intestinal epithelial cells, primary screen, cytotoxicity control for KLF5 inhibitor project, cell-based, luminescence; 290,000 tested, 0.78% active; inhibition, % at 5 µM; IEC-6 cytotoxicity, luminescence viability; in the data active = inhibition above about 22%;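 note: 0% = plate median of test compound wells and 100% = cytotoxic reference compound wells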
GSK3beta inhib = human GSK3beta kinase inhibitors, primary screen, biochemical, cell-free homogeneous, HTS | Glycogen synthase kinase-3 beta (Homo sapiens), P49841 | GST-GSK3beta kinase, ADP-Glo luminescence, 60 min; stronger effect = lower value | activity score (negative = inhibition), % at 10 µM | 300,000 tested, 0.038% active | AID 2097, 2009;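 active = more than half of replicate wells score below -50%, meaning over 50% inhibition versus plate controls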;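 note: 0% = median DMSO wells and -100% = median GW8510 positive control wells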
Target sequence (P49841 whole entry, looked up): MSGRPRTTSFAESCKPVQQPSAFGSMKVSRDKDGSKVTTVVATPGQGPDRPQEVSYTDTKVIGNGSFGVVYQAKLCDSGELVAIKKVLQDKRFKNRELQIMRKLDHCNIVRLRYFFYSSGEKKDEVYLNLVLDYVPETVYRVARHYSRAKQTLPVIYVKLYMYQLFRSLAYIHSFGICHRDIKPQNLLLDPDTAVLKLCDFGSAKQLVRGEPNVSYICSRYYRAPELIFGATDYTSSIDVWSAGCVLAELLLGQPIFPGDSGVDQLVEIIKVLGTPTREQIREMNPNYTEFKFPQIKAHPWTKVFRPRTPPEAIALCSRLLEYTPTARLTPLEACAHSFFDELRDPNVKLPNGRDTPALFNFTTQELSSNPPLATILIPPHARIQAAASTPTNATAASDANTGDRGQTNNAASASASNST
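Test system – GST-tagged human GSK3beta kinase, cell-free · Incubation – 60 min enzyme reaction, room temperature · Signal – ADP-Glo luminescence · Also added – peptide substrate and ATP at 25 µM · Controls – DMSO neutral wells and GW8510 at 20 µM as positive · Buffer or medium – Tris/MgCl2 kinase buffer · Measure – Luminescence-derived activity versus plate DMSO and GW8510 wells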
HSF1 inh = HSF1 inhibitors in luciferase reporter cells, primary screen, cell-based, NIH3T3, luminescence; NIH3T3-HGL HSE-luciferase, MG132-induced, luminescence 8 h; stronger effect = lower value; activity change, negative = inhibition, % at 7.5 µM (by protocol); 300,000 tested, 0.77% active;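 active = more than half of replicate wells show activity change below -50%, luminescence cut by over half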;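 note: luciferase reports HSF-1 transcriptional activity via heat shock element; 0% = median of DMSO wells and -100% = zero luminescence signal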
Starred values were filed as active, the others as inactive; . = no result given. Outcome played no part in choosing rows; 4.7% or so of the library scored in one or more.

SMILES	AI-2 QS modul	HIF act	aSyn UTR inh	KLF5 inh	HSF-1 act	HSP90 refold inh	GSK3 alpha inh	IEC-6 cytotox	GSK3beta inhib	HSF1 inh
Cc1ccc(-c2c[n+](Cc3ccc(Cl)cc3)c3n2CCC3)cc1	19.1	0.1	-13.2	15.3	28.3	3.4	2.2	3.0	2.0	-2.7
Cc1cccc(C(=O)C2CCN(S(=O)(=O)c3ccc(C(=O)O)cc3)CC2)c1	4.4	-0.2	20.5	-1.5	-9.8	0.1	-1.2	3.0	0.6	-5.0
Cc1cc(C)c(CSc2nnnn2-c2ccc(C(=O)O)cc2)c(C)c1	15.3	-1.5	7.0	-15.2	-10.1	-5.1	-7.5	-7.2	2.6	-2.8
COc1ccc(OC)c(/C=C2\Oc3cc(OCC(=O)N4CC(O)C[C@H]4C(=O)O)ccc3C2=O)c1 (some centres undefined)	27.5	-0.2	14.5	-10.2	10.6	2.7	-0.4	0.5	1.3	2.1
CCCCCC(=O)Nc1nc2ccccc2[nH]1	26.0	3.3	-176.5	-123.1	26.9	5.3	-2.2	-1.1	-2.8	15.9
O=C(O)c1cccc(NC(=O)c2cn(-c3ccccc3)nc2-c2ccc([N+](=O)[O-])cc2)c1	17.7	0.7	1.5	-17.1	-0.6	-5.7	1.6	-3.1	-0.3	4.4
COc1ccc(N(C(=O)c2snc(C(N)=O)c2N)C(C(=O)NCc2ccccc2)c2ccc(O)cc2)cc1 (centres undefined)	6.4	0.0	7.1	8.5	14.1	-1.2	.	3.3	-2.8	4.6
CN(C)C(=O)CCSc1nnc(-c2ccncc2)o1	11.4	-0.4	-32.9	-19.5	-5.7	-0.1	-1.3	-13.8	1.7	-4.7
CCCN(CCC)CC(O)CN1C(=O)N(CN2C(=O)N(CC(O)CN(CCC)CCC)C(=O)C2(C)C)C(C)(C)C1=O (centres undefined)	3.2	-0.2	0.0	-11.9	-41.3	2.4	2.0	5.6	3.0	-24.6
O=[N+]([O-])c1ccc(Nc2ccccn2)c([N+](=O)[O-])c1	34.3	-0.1	5.8	-15.4	-12.3	1.5	-1.3	-2.2	-2.5	-13.1
CC(C)CCn1c(=O)c2sccc2n2c(CCCC(=O)N3CCN(c4ccccn4)CC3)nnc12	14.0	-0.3	3.4	3.6	3.6	0.1	0.0	6.6	-0.2	4.5
CN(Cc1cccc(F)c1)C(=O)CNS(=O)(=O)c1ccc2ccccc2c1	12.3	0.2	-3.0	-27.0	63.1*	4.8	-2.1	1.6	0.2	29.4
NS(=O)(=O)c1ccc(-n2ncc3c(=O)[nH]c(SCC(=O)Nc4nccs4)nc32)cc1	14.1	-0.1	14.8	-5.9	4.0	2.2	3.0	-1.8	-0.5	-0.6
O=S(=O)(Nc1ccc(-c2cn3cccnc3n2)cc1)c1ccccc1	16.1	-0.1	9.8	0.3	20.1	-0.4	0.8	0.4	-1.8	-7.6
O=C(O)CC1NC(=O)N(c2ccccc2)C1=O (centres undefined)	35.1	-0.1	-9.2	-11.4	-10.8	-0.4	.	2.0	-0.8	-2.0
COc1ccc(C(=O)Nc2c(C(C)(C)C)nn(C)c2C(C)(C)C)cc1	17.8	1.9	-6.8	-5.4	5.5	2.6	-1.7	-2.9	-1.8	-8.0
O=C(NN1C(=O)C2C(C1=O)C1C=CC2C12CC2)c1ccccc1Cl (centres undefined)	6.8	-0.6	12.2	-1.0	-7.6	13.7	-2.4	-1.2	2.0	-10.6
COc1ccc2cc3cc(C(=O)Nc4ccc5c(c4)OCCO5)oc3nc2c1	20.4	-11.0	-55.6	-55.0	-8.5	2.1	-0.3	0.4	-3.3	-0.5
O=C(NNS(=O)(=O)c1ccccc1)C1CCN(S(=O)(=O)c2ccccc2)CC1	21.7	-0.1	-1.2	-44.9	-0.5	-2.2	-4.2	-0.5	1.4	-6.8
CC1=CC(C)(C)NC(=S)N1c1ccccc1C	3.0	-0.5	-2.7	-10.4	-3.8	-1.5	-2.2	-2.4	-1.1	-0.1
COc1ccc(S(=O)(=O)Oc2ccc3cccc(N)c3c2)cc1	5.7	-0.7	-32.5	.	2.4	.	4.5	.	2.0	-7.0
O=C(O)C1CCCCN1S(=O)(=O)c1ccc(Cl)s1 (centres undefined)	13.3	.	-8.9	-11.5	-20.1	-3.1	1.1	1.3	0.1	-4.2
COc1cccc(CNS(=O)(=O)c2c(C)nc3sccn3c2=O)c1	21.4	0.0	1.8	-4.8	7.7	-0.4	-1.3	0.3	0.6	0.9
O=C(CC1C(=O)NCCN1Cc1ccc(F)cc1Cl)NCc1ccon1 (centres undefined)	38.4	2.1	-68.1	-36.8	7.3	-3.3	1.7	1.8	.	4.9
CC/C(=N\NC(=O)C1CCCC1)c1ccc(Br)cc1	-0.6	0.3	13.0	-27.1	9.8	0.5	1.4	2.7	-4.5	-8.6
O=C(Cc1ccc(-c2ccccc2)cc1)N1CCOCC1	-36.9	-2.9	-35.8	-10.7	-5.6	3.6	2.1	0.8	-2.0	3.0
CCOc1ccc(N(CC(=O)Nc2cc(OC)cc(OC)c2)S(=O)(=O)c2c(C)[nH]c(=O)[nH]c2=O)cc1	21.1	-0.1	9.0	-8.0	1.8	-5.5	-5.8	1.4	0.7	1.7
Cc1cc(N2CCN(C(=O)c3ccco3)CC2)n2ncnc2n1	10.6	-0.8	1.0	-25.5	0.2	-3.4	.	1.0	-0.1	-6.7
Cc1ccccc1NC(=O)CN1C(=O)CSc2ccccc21	2.4	0.9	0.5	-13.1	13.6	0.9	-3.0	-3.4	0.7	5.3
O=C(NCC1CCCN1S(=O)(=O)c1cccs1)c1ccccc1F (centres undefined)	16.9	0.2	-0.4	.	-3.1	.	-0.8	.	-3.1	0.3
O=C(Cc1ccccc1F)OCN1C(=O)c2ccccc2C1=O	2.3	0.0	-7.7	-13.9	17.8	2.0	6.9	-2.9	-1.3	13.9
CC(=O)Nc1cccc(/C(C)=N/NS(=O)(=O)c2ccc(C)cc2)c1	25.3	-0.2	6.0	-4.1	-20.8	8.7	-1.5	-3.9	3.2	-15.7
Nc1ncnc2c1C1(CCCCC1)Cc1ccccc1-2	14.3	-0.2	28.5	-21.7	-4.3	-0.4	.	-9.1	-16.6	-6.1
Cc1cc(NC(=O)CSc2nnc(C3CC3)n2N)c([N+](=O)[O-])cc1C	14.5	0.4	4.8	-5.2	14.4	1.9	-1.3	0.9	1.8	-0.5
COc1cccc(C(=O)COC(=O)C(C)N2C(=O)c3ccccc3C2=O)c1 (centres undefined)	-3.9	-0.3	10.6	6.6	-10.2	1.4	-2.3	3.3	-2.7	6.0
COc1cc2[nH]c(=O)n(CCC(=O)NCCCN3CCN(c4ccccc4F)CC3)c(=O)c2cc1OC	4.2	-0.9	-1.0	-37.8	-12.4	-1.3	-2.4	-5.4	-3.6	-7.6
Cc1ccc(C)c(N(CC(=O)NC2CCCCC2)C(=O)c2snc(C(N)=O)c2N)c1	.	-0.7	-2.5	10.8	-1.5	1.9	0.7	-7.4	.	2.3
O=C(COC(=O)c1ccccc1Nc1ccccc1F)c1ccccc1	13.0	0.8	7.9	-23.6	-4.2	6.8	-1.1	-1.5	2.7	-3.1
COc1ccc(CN(CCNC(=O)CCCCC(=O)NCCN(Cc2ccc(OC)cc2)C(C)C)C(C)C)cc1	6.8	-0.6	-35.0	.	-10.0	.	-3.5	.	4.1	-0.9
COc1ccc(S(=O)(=O)N2N=C(c3ccc(NS(C)(=O)=O)cc3)CC2c2ccco2)cc1 (centres undefined)	15.0	0.0	-44.3	-21.4	5.9	-0.5	-1.7	6.2	1.3	4.9
Cc1cc(C)cc(N(C(=O)CNS(=O)(=O)c2ccccc2)C(C(=O)NCc2ccccc2)c2ccc(C)o2)c1 (centres undefined)	59.2	-0.4	5.8	-7.6	3.5	12.1	-0.4	-3.7	-0.4	2.0
CCn1c(=O)cc(SCC(=O)Nc2cccc(SC)c2)c2ccccc21	29.9	-0.2	11.4	-1.9	3.2	1.4	-0.1	4.3	0.9	5.8
C/C(=N\NC(=S)Nc1cccc(C)c1)c1ccccc1	-18.8	-27.9	-99.6	17.6	11.6	3.9	-1.9	2.7	1.3	4.7
Oc1ccc(N=Nc2nc(-c3ccccc3)c(-c3ccccc3)[nH]2)cc1	27.8	-2.7	0.7	-39.2	2.2	-1.9	0.8	-14.3	-1.6	-1.7
Cc1cc(=O)cc(C)n1-c1ccc2c(c1)nc(C)n2-c1ccccc1	32.8	-0.7	16.9	.	-9.3	.	-5.1	.	-0.7	-12.3
Cc1ccc(-c2nnc(COC(=O)c3cccs3)o2)cc1	1.0	2.2	-63.9	-7.9	31.7	-2.1	-2.0	5.0	-0.4	12.7
CCOC(=O)C1=C(C)NC2=C(C(=O)c3ccccc32)C1c1cccnc1 (centres undefined)	10.2	-0.3	-1.8	-21.4	4.2	-0.3	-0.2	-2.5	1.1	0.6
CCCC(C)NC(=O)c1ccc(-c2ccccc2)cc1 (centres undefined)	19.2	1.5	-108.6	-21.8	27.1	-3.4	.	-5.9	0.4	15.9
CC(=O)Nc1ccc(S(=O)(=O)NCC(=O)OCC(=O)c2cc(C)n(-c3ccc4c(c3)OCO4)c2C)cc1	4.7	0.4	-10.1	-25.9	-2.3	-1.7	-0.1	-4.5	1.2	-7.2
C/C(=N\Nc1ccc(Cl)c(C(=O)O)c1)c1ccccn1	17.1	-0.1	-1.5	-188.6	4.6	39.6*	-0.3	1.0	3.5	-6.7
OC1(C#CCN2CCOCC2)CCCCC1	10.9	0.4	5.3	-29.9	-12.7	3.5	-3.3	4.6	-26.2	-4.8
CCOC(=O)c1c(C)[nH]c(N=Nc2ccccc2)c1C	2.4	2.1	-142.8	-148.1	46.6	-1.8	-1.8	-3.0	3.3	8.7
COc1ccc(N2CCN(C(=O)C3CCCN(S(=O)(=O)c4c(C)noc4C)C3)CC2)cc1 (centres undefined)	13.7	-0.8	17.5	-16.1	12.6	-3.6	2.2	-0.6	3.4	1.8
